# CHRM1 PAM = human CHRM1 positive allosteric modulation | P11229 | CHO-K1 hM1, Fluo-8 calcium fluorescence, ACh EC20; 0% = ACh EC20, 100% = maximal ACh | activation, % at 3 µM | 0.088% of 360,000 active; in the data active = activation above about 19%, passing the limit was not always enough
# CRFBP-R2 agonist = agonists of human CRF-binding protein/CRF-R2 receptor complex; 0.46% of 350,000 active; AID 588473; HEK293 CRF-R2/CRF-BP, calcium dye fluorescence (FLIPR); percent of saturating CRF peptide response; activation, % at 13.2 µM;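 active = activation of at least 50%, plus an integration ratio under a set limit after plate pattern correction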;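 also: plate controls were neutral control wells without compound for no effect and CRF at EC100 for full effect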
# M4 antag = CHRM4 antagonism in calcium assay. P08173. CHO-hM4 cells, ACh EC80, Fluo-8 calcium fluorescence. inhibition, % at 3 µM. 0.73% of 360,000 active. AID 624125;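 active = inhibition above its plate's cutoff, the mean inhibition of sample wells plus 3 SD, cut at about 27% in these data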;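 also: 0% = acetylcholine EC80 with DMSO and 100% = DMSO without agonist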
# Target sequence (P08173 whole entry, looked up): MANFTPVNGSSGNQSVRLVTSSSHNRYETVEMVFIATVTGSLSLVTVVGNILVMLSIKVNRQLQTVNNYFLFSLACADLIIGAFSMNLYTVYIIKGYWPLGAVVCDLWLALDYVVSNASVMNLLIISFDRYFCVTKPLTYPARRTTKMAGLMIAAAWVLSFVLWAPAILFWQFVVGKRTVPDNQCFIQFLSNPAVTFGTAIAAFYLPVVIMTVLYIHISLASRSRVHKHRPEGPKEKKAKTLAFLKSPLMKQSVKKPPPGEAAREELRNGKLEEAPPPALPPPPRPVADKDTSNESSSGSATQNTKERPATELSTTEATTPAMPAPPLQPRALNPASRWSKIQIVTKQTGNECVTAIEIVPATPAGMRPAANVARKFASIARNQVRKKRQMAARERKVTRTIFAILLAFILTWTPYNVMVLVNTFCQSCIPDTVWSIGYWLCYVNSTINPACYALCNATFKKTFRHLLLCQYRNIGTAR
# CHRM5 PAM = potentiates acetylcholine response at human M5 receptor | P08912 | 0.3% of 360,000 active | activation, % at 3 µM | CHO-K1 hM5, Fluo-8 calcium, ACh EC20 PAM; 0% = ACh EC20, 100% = ACh EC100 | AID 624038;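 active = activation above the run cutoff, the mean activation of all test compounds plus 3 SD, cut at about 18% in these data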
# Target sequence (P08912 whole entry, looked up): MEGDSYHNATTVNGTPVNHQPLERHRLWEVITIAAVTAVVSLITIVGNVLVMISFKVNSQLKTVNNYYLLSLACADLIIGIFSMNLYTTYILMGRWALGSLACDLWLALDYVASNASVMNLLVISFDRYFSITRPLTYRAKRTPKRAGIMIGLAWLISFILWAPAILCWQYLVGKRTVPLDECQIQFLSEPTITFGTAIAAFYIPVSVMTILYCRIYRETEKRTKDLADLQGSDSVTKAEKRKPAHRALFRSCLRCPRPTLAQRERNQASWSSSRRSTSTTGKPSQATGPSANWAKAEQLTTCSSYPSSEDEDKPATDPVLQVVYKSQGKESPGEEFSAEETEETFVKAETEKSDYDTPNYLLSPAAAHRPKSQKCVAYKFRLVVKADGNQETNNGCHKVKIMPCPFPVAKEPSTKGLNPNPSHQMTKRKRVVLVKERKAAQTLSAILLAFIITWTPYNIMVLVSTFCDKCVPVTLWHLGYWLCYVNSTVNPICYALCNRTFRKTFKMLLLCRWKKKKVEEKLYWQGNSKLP
#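 System – CHO-K1 hM5 cells · Compound – 3 µM, single dose · Incubation – compound preincubation 140 s before EC20 acetylcholine addition · Technique – Fluo-8 calcium fluorescence · Measure – Max/basal fluorescence ratio as % of EC20–EC100 ACh window · Benchmarks – low control EC20 acetylcholine (0%), high control EC100 acetylcholine (100%) · Replication – singlicate, one well per test compound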
# M4 ag = agonists of human muscarinic M4 receptor (CHRM4); CHO-K1 hM4/Gqi5, Fluo-8 calcium fluorescence; vehicle 0%, full acetylcholine response 100%; activation, % at 3 µM; AID 624127; P08173; 0.14% of 360,000 active;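 active = activation above the run mean over all test wells plus 3 SD, cut at about 32% in these data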;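 also: peak over basal fluorescence ratio per well then scaled between controls; 0% = DMSO wells and 100% = acetylcholine at EC100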
# CHRM1 antagonist = antagonists of human M1 muscarinic receptor | AID 588852 | CHO-K1 hM1, Fluo-8 calcium fluorescence, ACh EC80 antagonist | 1.3% of 360,000 active | inhibition, % at 3 µM;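 active = percent inhibition above its own plate's cutoff, namely the mean of that plate's compound wells plus 3 SD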;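 also: peak over basal fluorescence ratio during 140 s after agonist addition; 0% = ACh EC80 plus DMSO and 100% = DMSO alone without agonist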
# CHRM5 antagonist = antagonists of human muscarinic M5 receptor (CHRM5); P08912; CHO-hM5 cells, Fluo-8 calcium fluorescence, ACh EC80; inhibition, % at 3 µM; 0.59% of 360,000 active;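 active = inhibition above a per-plate cutoff, the mean of that plate's test compounds plus 3 SD, cut at about 27% in these data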;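 also: 0% = acetylcholine EC80 with DMSO and 100% = DMSO without agonist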
# M5 ag = CHRM5 agonism in calcium assay; AID 624037; 0.19% of 360,000 active; CHO-K1 hM5 cells, Fluo-8 calcium fluorescence; 0% DMSO wells, 100% maximal acetylcholine response; P08912; activation, % at 3 µM;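 active = activation above the run's mean over test compounds plus 3 SD, cut at about 23% in these data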;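 also: signal is peak over basal fluorescence ratio across the kinetic read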
# CHRM4 PAM = potentiates acetylcholine response at human M4 receptor; P08173; CHO-K1 hM4/Gqi5, Fluo-8 calcium fluorescence, ACh EC20; 0% = ACh EC20, 100% = maximal ACh; activation, % at 3 µM; 0.4% of 360,000 active;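 active = activation above its plate's cutoff, the mean activation of sample wells plus 3 SD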; also: some results filed as inactive read as strong as hits
# * marks the source's active call; other numbers are inactive results; nt = not tested or not shown. This is a random part of the collection; about 2.8% have a hit in one of these screens.
item	molecule	CRFBP-R2 agonist	CHRM5 PAM	CHRM1 antagonist	CHRM4 PAM	M4 antag	M5 ag	M4 ag	CHRM1 PAM	CHRM5 antagonist
1	O=C(CSc1ccccc1F)NCC(c1ccco1)N1CCCCC1 (stereo unspecified)	-0.9	-4	8	0	-4	-2	0	-12	-6
2	O=C(Cn1cc(C(F)(F)F)cc(Cl)c1=O)NCc1ccc(Cl)cc1Cl	1.5	0	-3	5	-3	-3	0	6	7
3	Cc1ccc(NC(=O)CSc2nc(=O)n(CCN3CCOCC3)c3c2CCCC3)cc1	-2.2	3	-4	1	0	-2	-1	7	4
4	O=C(C1=COCCO1)N1CCN(S(=O)(=O)c2cccc(Br)c2)CC1	1.6	1	-6	-3	6	0	0	4	-3
5	COc1cccc(C(=O)Nc2nnc(C3CCCO3)s2)c1 (stereo unspecified)	-2.4	-2	-12	7	-8	1	1	9	3
6	CCCCN(C(=O)CCC(=O)Nc1cc(C)on1)C(C(=O)NC(C)(C)C)c1ccccc1Cl (stereo unspecified)	-1.3	-5	-5	1	4	-5	-1	8	14
7	Cc1cccc2cc(CN(Cc3ccc(F)cc3)C(=O)N3CCOCC3)c(=O)[nH]c12	23	-3	-12	3	-6	3	6	-2	-4
8	O=C(CCOc1ccccc1)N1CCN(c2ccc(O)cc2)CC1	-3.0	6	-22	9	0	1	4	8	-7
9	CCOC(=O)c1c(C)[nH]c(C(=O)N2CCC(C(=O)OCC)CC2)c1C	3.9	-3	3	0	3	-1	0	2	0
10	COc1ccc(Cn2c(=O)[nH]c3cc(C(=O)NCCCN4CCCC4=O)ccc3c2=O)cc1	-1.2	6	-19	2	-1	-10	0	12	0
11	COc1ccc(CCN2C(=O)CCC2(C)c2nnnn2-c2c(C)cccc2C)cc1OC (stereo unspecified)	nt	-6	nt	8	-4	-2	2	nt	1
12	CN(Cc1nccn1C)C(=O)c1cc(COc2cccc(C(F)(F)F)c2)on1	-0.6	-11	-12	3	-2	-8	4	-1	14
13	S=c1[nH]nc(-c2ccc3ccccc3n2)n1-c1ccc2c(c1)OCCO2	-0.5	2	-24	5	-4	0	0	16	0
14	CCSC1=C(C#N)C(c2ccc3c(c2)OCO3)C2=C(CCCC2=O)N1 (stereo unspecified)	-1.9	-2	-5	15	-7	-4	0	10	-6
15	O=c1[nH]c(C2CCN(S(=O)(=O)c3ccc(F)cc3)CC2)nc2c1nnn2Cc1ccc2c(c1)OCCO2	0.3	-3	3	-12	81*	-7	-1	-2	0
16	O=C(NNC(=O)C1[C@H]2CCCC[C@@H]12)c1ccc(=O)oc1 (stereo partly specified)	11	0	-6	1	5	0	0	4	6
17	COc1ccc(OCCCCN(C)Cc2ccccc2)cc1	-1.1	-4	8	-10	14	-1	3	-8	8
18	CCCc1cc(=O)oc2cc(OCc3nn[nH]n3)ccc12	2.5	-2	-4	5	7	-1	0	6	-5
19	COc1ccccc1Nc1c([N+](=O)[O-])cncc1[N+](=O)[O-]	-1.1	5	-3	2	-8	-1	1	9	-16
20	COc1ccc(C#Cc2cnc3c(c2)C(=O)N([C@H](C)CO)C[C@@H](C)[C@H](CN(C)C(=O)CN(C)C)O3)cc1	-0.3	7	-5	2	-14	-1	-1	-1	-16
21	CCC(=O)N1CCc2cc(Br)cc(S(=O)(=O)N(C)c3ccc(OC)cc3OC)c21	0.7	-8	4	-3	-8	1	12	-12	8
22	CCC(=O)NC(=S)Nc1ccccc1C(F)(F)F	1.3	1	0	5	-8	-8	0	4	-16
23	COc1cc(NC(=O)c2ccccc2)c(OC)cc1NC(=O)CN1CCOCC1	-0.2	-4	-3	-7	-6	2	4	2	3
24	COCC(=O)NNC(=S)Nc1cccc(C)c1C	-0.9	2	1	8	-10	5	0	13	4
25	Cc1cc(C)c(S(=O)(=O)N2CCN(C(=O)c3ccc(-n4cncn4)c([N+](=O)[O-])c3)CC2)c(C)c1	0.0	1	6	-3	-11	1	11	-1	-8
26	Cc1noc(C)c1NC(=O)N(C)C[C@H]1Oc2ccc(NC(=O)NC3CCCCC3)cc2C(=O)N([C@H](C)CO)C[C@@H]1C	1.1	6	-2	7	-5	0	0	3	5
27	Cc1ccccc1N(C(=O)Cn1nnc(-c2cccs2)n1)C(C(=O)NCCC(C)C)c1ccco1 (stereo unspecified)	3.1	-12	-3	-11	1	-6	2	-2	8
28	CC1CCCC(C)N1S(=O)(=O)c1ccc(NC(=O)CNCC2CCCO2)cc1 (stereo unspecified)	0.1	-3	-2	7	-2	-1	3	1	-5
29	COCc1cccc(-c2csc(C(O)c3ccc(F)c(OC)c3)n2)c1 (stereo unspecified)	nt	-6	4	-2	-18	4	14	-10	-3
30	CCCOc1cccc(-c2nnc(NC(=O)c3ccco3)s2)c1	-0.1	-7	0	1	4	-3	1	6	14
31	C=CCn1c(SCc2csc(C)n2)nc2sc3c(c2c1=O)CCC(C)C3 (stereo unspecified)	1.2	-1	2	-1	2	0	0	2	-1
32	Cc1ccnc(N2CCC(C(=O)Nc3ccc(Oc4ccccc4)cc3)CC2)n1	-3.2	2	8	6	1	0	0	4	0
33	Cc1ccc(CNc2nc3cc(-c4ccccc4)sc3c(=O)n2C)c(C)c1	nt	1	-2	-2	2	3	0	2	2
34	CC1Cc2ccccc2N1C(=O)c1ccc(N2CCCC2)c([N+](=O)[O-])c1 (stereo unspecified)	1.0	-7	12	-10	-5	-2	9	-4	14
35	CC1CC(=O)N(C)c2cc([N+](=O)[O-])ccc2N1 (stereo unspecified)	-1.4	1	4	-8	-2	-2	0	2	6
36	COC(=O)c1cccc(NC(=O)CC2C(=O)NCCN2C(=O)c2ccc(F)cc2F)c1 (stereo unspecified)	-5.0	0	-9	-2	-11	0	1	1	10
37	CCOc1ccc(/C=C/C(=O)N(CC)CC(=O)Nc2ccc3c(c2)OCCO3)cc1OCC	-4.0	-4	-13	3	-16	-4	4	6	18
38	O=C(Nc1nccs1)c1ccc([N+](=O)[O-])cc1Cl	-0.4	-5	-15	-1	0	1	2	10	-4
39	CC(=O)OCC1(C)CN(c2ccccc2)N(C(C)=O)C1=O (stereo unspecified)	0.6	7	2	-5	1	0	1	8	-2
40	CC(C)Oc1ccc(CNC(=O)C2CCN(C(=O)N3CCOc4ccccc43)CC2)cc1	-1.0	-13	-2	-5	-9	3	10	1	5

# Pulled by structure from above (two):
item	molecule	CRFBP-R2 agonist	CHRM5 PAM	CHRM1 antagonist	CHRM4 PAM	M4 antag	M5 ag	M4 ag	CHRM1 PAM	CHRM5 antagonist
37	CCOc1ccc(/C=C/C(=O)N(CC)CC(=O)Nc2ccc3c(c2)OCCO3)cc1OCC	-4.0	-4	-13	3	-16	-4	4	6	18
34	CC1Cc2ccccc2N1C(=O)c1ccc(N2CCCC2)c([N+](=O)[O-])c1 (stereo unspecified)	1.0	-7	12	-10	-5	-2	9	-4	14

# (continued)
item	molecule	CRFBP-R2 agonist	CHRM5 PAM	CHRM1 antagonist	CHRM4 PAM	M4 antag	M5 ag	M4 ag	CHRM1 PAM	CHRM5 antagonist
41	O=S(=O)(c1cccc2cccnc12)N(CCO)CCO	-0.3	-2	-9	7	-7	1	0	3	-4
42	CC(C)N(Cc1nccn1C)C(=O)CC1C(=O)NCCN1Cc1ccccc1C(F)(F)F (stereo unspecified)	-2.5	3	-9	5	3	0	2	9	6
43	Cc1cc(C)nc(N2CCN(c3nc(-c4ccccc4)nc4c3oc3ccccc34)CC2)n1	-1.1	9	-19	12	7	3	1	14	-4
44	Cc1cc(C)c(OCCN2CCOCC2)c(Cl)c1	-3.8	1	-12	-1	-3	3	-1	9	10
45	CCCOc1ccc(C(=O)Nc2cc(S(=O)(=O)N3CCOCC3)ccc2N2CCOCC2)cc1	-1.9	4	-2	3	4	0	1	3	11
46	O=C(NN1CCOCC1)c1cccc2ccccc12	-1.8	1	-9	-4	-2	-3	1	8	0
47	Cc1cc(Cl)ccc1OCC(=O)Nc1nc(-c2cccnc2)cs1	4.6	6	-4	3	1	-1	0	2	2
48	O=C(Nc1cccc(C(=O)N2CCOCC2)c1)NC1CCCCC1	0.2	7	-7	16	-8	-2	1	1	-2
49	Cn1c(SCC(=O)N2CCOCC2)nc2sc3c(c2c1=O)CCCC3	0.9	-1	10	-2	14	-5	2	-2	18
50	Cc1nc2ccccc2nc1OCC(=O)Nc1ccc2ccccc2c1	0.8	1	-13	-2	-10	-2	4	7	-1
51	Cc1ccc(NC(=S)N2CC(C)OC(C)C2)cc1C (stereo unspecified)	-0.2	2	-1	7	7	-4	1	8	4
52	O=C(O)CCc1ccc(-c2ccc(Br)cc2)n1CC(=O)O	-1.4	-1	4	10	10	2	3	3	2
53	Cc1c(C)c2ccc(OCC(=O)Nc3cccnc3)c(C)c2oc1=O	-0.6	-2	-2	-12	9	-1	1	-6	11
54	COc1ccc(-c2nc(Cc3ccc(Cl)cc3)no2)cc1OC	-0.2	8	13	0	7	-2	0	-10	1
55	O=C(CN1CCNCC1)Nc1ccccc1Cl	-1.4	-9	6	-7	0	-7	1	-3	2
56	COc1ccc(OCCSc2nc3ccccc3n2CCC(=O)O)cc1	-3.1	-1	-18	-5	2	1	0	12	1
57	CCOc1ccccc1C1C(C(N)=O)=C(C)Nc2nc(-c3ccccc3Cl)nn21 (stereo unspecified)	-2.7	3	-7	-10	5	-10	0	9	-9
58	Cc1ccc(-c2nnc(N(C)C(=O)c3cccnc3)s2)cn1	-2.5	-3	1	7	-3	1	1	14	2
59	CCOC(=O)N1CCN(CCC(=O)Nc2ccc(C)cc2)CC1	-0.1	1	-12	4	-5	-6	0	11	1
60	CC1=CN2C(=N)/C(=C/c3ccc(Sc4ccc(Cl)cc4)o3)C(=O)N=C2S1	2.6	3	-6	5	-7	-1	0	14	-6
61	NS(=O)(=O)c1ccc(CCNC(=O)c2ccc(NC3=NC4CS(=O)(=O)CC4S3)cc2)cc1 (stereo unspecified)	0.4	0	-5	-1	1	-2	1	5	7
62	O=C(CCCOc1ccc(Cl)cc1Cl)NCCCn1ccnc1	0.2	-3	3	4	-2	-6	2	-4	4
63	Cc1ccc(C(=O)N2CC(C)OC(C)C2)c(Cl)c1 (stereo unspecified)	-0.5	4	-5	5	0	0	0	14	-2
64	COc1ccccc1N1CCN(CC(O)COc2ccc(C)c(C)c2)CC1 (stereo unspecified)	-0.5	-2	16	6	-8	-4	3	5	4
65	CCN(CCn1cccn1)C(=O)c1cc(COc2ccc(F)cc2Cl)on1	-2.8	-4	-7	-2	-4	1	6	5	14
66	CC(/C=N/NC(=O)c1cc(-c2cccnc2)nc2c1c(C)nn2-c1ccccc1)=C\c1ccccc1	0.2	-1	8	0	-3	2	4	-5	5
67	CCOC(=O)N1CCN(C(=O)CCc2ccc(S(=O)(=O)NC(C)(C)C)cc2)CC1	5.4	-4	-12	1	9	1	1	8	0
68	COc1ccc(Cn2nnnc2C(c2ccccc2Cl)N2CCN(C3CCCC3)CC2)cc1 (stereo unspecified)	1.6	-13	0	-4	-6	-10	3	-6	8
69	O=C(c1cccc(F)c1)N1CCN(Cc2c[nH]c3ccccc23)CC1	3.9	-2	-17	8	2	-3	1	0	-3
70	O=C(COC(=O)c1ccccc1SCC(=O)N1CCCC1)Nc1ccccc1C(F)(F)F	-2.2	-4	-2	0	-14	0	10	0	3
71	O=C(/C=C/N1CCOCC1)c1ccc(-c2ccccc2)cc1	-1.9	-4	-9	-2	-7	2	3	3	3

# Bioassay records (PubChem BioAssay)
